Bioassay records from PubChem BioAssay.
ERG-DNA inh – ERG Ets/DNA interaction inhibition; P11308; fluorescence polarization, His-ERG Ets domain / labelled DNA; Potency, µM (titrated, usually from 76.9 µM), without a hit: at the top dose FP activity, negative = inhibition, hits mostly inhibitors; 0.028% of 370,000 active; active = well fitted inhibition curve with a large enough effect in the polarisation, with a control signal flat; inconclusive = small, poorly fitted or top-dose-only effect, or effect the other way, or a change in a side signal; inactive = no such curve, though single readings can be large or run the other way; the % refers to the polarisation;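 note: polarization taken with two DNA probes labelled with fluorescein and Texas red; potency is the fitted concentration of half-maximal effect; % of control where 0% means no effect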
Target sequence (P11308 whole entry, looked up, the tested form may be a part): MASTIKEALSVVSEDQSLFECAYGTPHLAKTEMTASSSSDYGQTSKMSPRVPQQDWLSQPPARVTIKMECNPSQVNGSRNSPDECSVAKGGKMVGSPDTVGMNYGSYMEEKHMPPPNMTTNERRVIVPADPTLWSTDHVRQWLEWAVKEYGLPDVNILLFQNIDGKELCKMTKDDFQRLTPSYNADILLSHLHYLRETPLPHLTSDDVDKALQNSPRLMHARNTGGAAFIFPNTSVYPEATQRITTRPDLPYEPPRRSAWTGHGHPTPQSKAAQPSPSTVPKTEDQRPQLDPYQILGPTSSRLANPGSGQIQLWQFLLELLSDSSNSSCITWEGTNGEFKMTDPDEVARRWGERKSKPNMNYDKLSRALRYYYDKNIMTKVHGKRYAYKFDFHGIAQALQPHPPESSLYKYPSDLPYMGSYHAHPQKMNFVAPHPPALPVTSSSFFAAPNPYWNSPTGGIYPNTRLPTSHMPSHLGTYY
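His-tagged ERG Ets domain (1 uM in the protein solution; 300mM KCl, 50mM Tris-HCl, 1mM EDTA, 1mM DTT, pH 7.5) received compound, then a probe mix of 5 nM fluorescein-DNA and 100nM Texas-615-DNA. Fluorescence polarization was read for both dyes.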
ALOX12 inh – blocks human arachidonate 12S-lipoxygenase; purified 12hLO, xylenol orange hydroperoxide absorbance; 1.1% of 580,000 active; Potency, µM (top dose mostly 108 µM), without a hit: at the highest dose activity change, negative = inhibition, most hits filed as inhibitors; note: potency is the fitted concentration of half-maximal effect; % is set by controls: 0 for no effect and ±100 for the full control effect
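Hydroperoxide product was detected by ferrous iron/xylenol orange as the 573 to 405 nm absorbance ratio. Arachidonic acid at 40 uM (final) was turned over for 30 min at room temperature by 150 nM human 12hLO, pH 7.0 Hepes buffer, after 15 min compound preincubation.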
LDHA block – inhibitors of human lactate dehydrogenase A; P00338; purified LDHA, NADH/diaphorase-resazurin fluorescence; active compounds read low; activity change, % (values are at about 110 or 230 µM); 0.15% of 480,000 active; in the data active = activity change below about -30%; inconclusive = mostly about -25% to -30%;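 note: plate controls were DMSO wells for no effect and wells without enzyme for full effect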
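Enzyme activity of human lactate dehydrogenase 5 (2 nM; 0.06 mM NADH, 0.2 mM pyruvate, 5 min, RT) is measured via a resazurin/diaphorase fluorescence readout of residual NADH.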
RGS4 inhibitor – human RGS4 inhibition; AID 504845; Transcreener GDP fluorescence polarization, RGS4-accelerated GTP hydrolysis; 0.039% of 390,000 active; Potency, µM (doses to about 114 µM), without a hit: at the top dose activity change, negative = inhibition, usual class: inhibitors; P49798; note: potency is the fitted concentration of half-maximal effect; % is set by controls: 0 for no effect and ±100 for the full control effect; nearly all actives have a fitted effect of over 75% in size; some results filed as inactive show a strong effect at the top dose
Target sequence (P49798 whole entry, looked up): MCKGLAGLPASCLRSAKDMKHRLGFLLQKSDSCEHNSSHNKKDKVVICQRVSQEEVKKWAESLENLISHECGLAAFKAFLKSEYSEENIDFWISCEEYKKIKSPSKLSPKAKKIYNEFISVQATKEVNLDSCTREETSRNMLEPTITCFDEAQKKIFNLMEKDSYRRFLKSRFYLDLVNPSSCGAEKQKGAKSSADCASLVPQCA
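MLSMR compounds (23 nl, pin-transferred) preincubated 10 min at room temperature with a 500nM (2x) first reagent, then RGS4 at 900nM (2x) plus Transcreener GDP mix added; fluorescence polarization (620/688 nm) read before and after 90 min at 30 °C.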
D2 agonist – activates the human D2 dopamine receptor | P14416 | HEK293 T-REx D2 cells, calcium flux agonist mode | activation, % at 2 µM | 0.53% of 340,000 active;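 active = activation over 3 SD above normal in the single-dose calcium agonist read, cut at about 30% in these data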; note: 0% is about no effect
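Tetracycline-induced HEK293 Trex cells with D2 receptor force-coupled to calcium signaling, plated overnight at 30 C and loaded with no-wash calcium dye. Calcium flux read kinetically for 180 s after compound addition; responses flag agonists.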
GRP78 ERSR act – ER stress response induction in glioma; U87-MG GRP78 promoter luciferase reporter, 16 h; Potency, µM, for inactives: at the top dose activation, most hits filed as activators; 0.02% of 420,000 active; AID 602332; note: potency is the fitted concentration of half-maximal effect; series mostly up to about 76 µM; % of control where 0% means no effect; nearly all actives have a fitted effect of over 35% in size
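ERSR induction read as luciferase luminescence (Bright-Glo, 10 min at room temperature) in stably transfected human U87-MG glioma cells exposed to compounds for 16 h, using GRP78 as sensor.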
Vif-A3F inh – blocks the Vif interaction with APOBEC3F | 0.2% of 390,000 active | HeLa A3F-eYFP + Vif (tagged APOBEC3F with the HIV-1 protein that degrades it), YFP fluorescence increase | Potency, µM (titrated, usually from 46.1 µM), for the others: top-dose activity, negative = active; note: potency is the fitted concentration of half-maximal effect; % of control where 0% means no effect; nearly all actives have a fitted effect of over 65% in size
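Fluorescence increase (Ex 488/Em 500-530) after overnight compound treatment at 37 deg C flags inhibition of Vif-driven A3F-eYFP loss in stable HeLa A3F-eYFP/Vif cells seeded overnight beforehand.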
Vif-APOBEC3G blk – Vif-A3G binding inhibition; Q9HC16; HeLa A3G-eYFP + Vif (tagged APOBEC3G with the HIV-1 protein that degrades it), YFP fluorescence, overnight; 0.076% of 410,000 active; Potency, µM (series often up to 46.1 µM), without a hit: top-dose activity, negative = active, hits mostly inhibitors;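 note: potency is the fitted concentration of half-maximal effect; % is set by controls: 0 for no effect and ±100 for the full control effect; nearly all actives have a fitted effect of over 60% in size; hits raise eYFP signal because A3G escapes Vif-driven loss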
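Read-out is eYFP fluorescence (Ex 488/Em 500-530) from Vif-expressing HeLa A3G-eYFP cells; more signal means A3G escaped Vif-mediated degradation. Cells plated overnight, compound pinned in, incubated overnight at 37 deg C.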
D2 antag – antagonizes the human D2 dopamine receptor; P14416; HEK293 TREx D2 cells, calcium flux, dopamine EC80; inhibition, % at 10 µM; 2% of 340,000 active; AID 485344; in the data active = inhibition above about 30%; note: 0% is about no effect
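Cells plated overnight at 30 C with tetracycline; no-wash calcium dye, 30–90 min RT; 10 s baseline; compound pinned; 180 s read; EC80 dopamine added; another 180 s read.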
The depositor's hits bear a star; ? = inconclusive; / = not tested or not shown; & = joins results of further samples; [ ] = another dose, or the depositor's remark. Unless noted, calls come from the whole dose curve; as a rule, active = well fitted curve in the direction sought with a large enough effect; inconclusive = small, poorly fitted or top-dose-only effect, or another doubt; inactive = no such curve, though single readings can be large; an effect the other way counts as inactive or inconclusive. Only part of the results is shown; the hit share may differ from the screen's.

Results follow in this order: ERG-DNA inh | ALOX12 inh | LDHA block | RGS4 inhibitor | D2 agonist | GRP78 ERSR act | Vif-A3F inh | Vif-APOBEC3G blk | D2 antag
O=C(Nc1ccncc1)c1cccc(F)c1
  -5% | -37% | -6 | 20% | -0.1 | 0% | -1% | 1% | 7
Cn1c(=O)cc(OCC(=O)N2CCCc3ccccc32)c2ccccc21
  -26% | 0% | -9 | -14% | 0.8 | -3% | -18% | -8% | -19
CCN(CC(=O)Nc1c(F)cccc1F)C(=O)c1ccc2c(c1)NC(=O)C(C)S2 (stereo not drawn)
  10% | 11% | 1 | -10% | 0.0 | -3% | 3% | 0% | 14
O=C(Nc1ccc(Cl)cc1N1CCOCC1)C1CC1
  2% | 3% | -12 | 12% | -0.4 | -3% | -6% | -1% | -3
CCCCC(=O)Nc1ccccc1N1CCN(c2ccccc2)CC1
  0% | 0% | -7 | -18% | -0.2 | -2% | 12% | -8% | -6
COc1cc(NC(=O)C(=O)NCCN2CCNCC2)c(OC)cc1Cl
  5%[15.4 µM] | 3% | 3 | 2% | -0.1 | -1% | -13% | 3% | -8
CCN(CC)C(=O)c1sc(NC(=O)c2ccoc2C)c(C(=O)OC)c1C
  7% | ? | 0 | ? | 0.9 | 2% | -6% | -9% | -7
COc1ccc(NC(=O)CSc2nnc(NC(C)=O)s2)c([N+](=O)[O-])c1
  5% | -7% | -10 | 0% | 1.5 | -1% | 2% | -1% | 7
CC(C)CNC(=O)c1cc2nc3c(c(C(F)(F)F)n2n1)CCc1ccccc1-3
  -3% | 4% | -3 | 7% | -0.4 | 3% | 1% | 2% | -2
Cc1cc(C)c(NC(=O)C2CCCO2)c(C)c1NC(=O)C1CCCO1 (stereo not drawn)
  1% | 11% | -3 | 16% | -0.1 | -1% | -20% | 0% | 5

An excerpt of these results, field by field.
> O=C(Nc1ccncc1)c1cccc(F)c1
  ERG-DNA inh: -5%
  ALOX12 inh: -37%
  LDHA block: -6
  RGS4 inhibitor: 20%
  D2 agonist: -0.1
  GRP78 ERSR act: 0%
  Vif-A3F inh: -1%
  Vif-APOBEC3G blk: 1%
  D2 antag: 7

> Cn1c(=O)cc(OCC(=O)N2CCCc3ccccc32)c2ccccc21
  ERG-DNA inh: -26%
  ALOX12 inh: 0%
  LDHA block: -9
  RGS4 inhibitor: -14%
  D2 agonist: 0.8
  GRP78 ERSR act: -3%
  Vif-A3F inh: -18%
  Vif-APOBEC3G blk: -8%
  D2 antag: -19

Next part:
Results follow in this order: ERG-DNA inh | ALOX12 inh | LDHA block | RGS4 inhibitor | D2 agonist | GRP78 ERSR act | Vif-A3F inh | Vif-APOBEC3G blk | D2 antag
O=C1OC(c2ccccc2)(N(Nc2ccccc2)c2ccccc2)c2ccccc21 (stereo not drawn)
  / | 2% | -6 | / | / | -7% | 3% | -19% | /
N#CCc1nn(-c2ccc(F)cc2)c(N)c1C#N
  13% | -8% | 3 | 13% | 1.4 | 2% | -3% | -1% | -8
COc1ccc(N2CCN(C(CNC(=O)C(=O)NCc3ccc4c(c3)OCO4)c3ccco3)CC2)cc1 (stereo not drawn)
  -4% | -21% | -1 | 13%[11.4 µM] | -0.1 | -6% | -2% | 5% | 9
COc1ccc(CCn2c(C)cc(C(=O)COC(=O)c3cnc(C)cn3)c2C)cc1
  ? | -2% | 5 | -25% | / | -2% | 3% | 0% | /
Cc1ccc(CNC(=O)c2ccc(N3CCC4(CC3)CC(c3ccccc3)=NO4)c(NC(=O)c3cccc(C)c3)c2)cc1
  1% | -13% | 0 | -17% | 0.3 | -4% | 8% | -3% | 3
Cc1ccc(CNC(=O)CCNC(=O)Cn2ccc3ccccc3c2=O)cc1
  8% | 0% | -11 | -21% | 0.3 | -5% | -15% | -1% | -13
CCOC(=O)c1c(NC(=O)CSc2nc3ccccc3o2)sc(C)c1C
  0% | 2% | 4 | 12% | 0.3 | 3% | -4% | -3% | 9
CCn1c(=O)cc(OCC(=O)N2CCN(c3ccc(OC)cc3)CC2)c2ccccc21
  0% | -7% | 2 | -4% | 0.4 | 6% | -4% | -13% | /
COc1cc2c(cc1NC(=O)Nc1ccc(F)cc1)oc1ccccc12
  / | -3% | -2 | -14% | -0.1 | -4% | 2% | -5% | -22
CCOC(=O)C1=CCC(c2ccc(Cl)cc2)N(S(=O)(=O)c2ccc(C)cc2)C1 (stereo not drawn)
  / | 8% | -6 | / | / | -4% | / | 0% | /

Going on with the list:
SMILES	ERG-DNA inh	ALOX12 inh	LDHA block	RGS4 inhibitor	D2 agonist	GRP78 ERSR act	Vif-A3F inh	Vif-APOBEC3G blk	D2 antag
O=C(NNC(=O)c1ccc2ccccc2c1O)c1cccs1	13%	-6%	25	-10%	0.4	7%	?	-8%	-1
COC(=O)c1ccc(OCC(=O)N2CCCc3ccccc32)cc1	-5%	-17%	-12	12%	-0.1	2%	1%	0%	-15
CCCn1c2ccccc2c2cnn(CC(=O)NC3CCCC(C)C3C)c(=O)c21 (stereo not drawn)	9%	-13%	-3	8%	-0.3	-4%	-5%	1%	35*
c1ccc2c(c1)nc1n2CCN1CCN1CCCC1	0%	-4%	-11	19%	/	-5%	20%	5%	/
O=c1c2cnn(-c3ccccc3)c2nc(-c2cccs2)n1-c1cccc(Cl)c1	/	-26%	-4	-34%	-0.2	3%	2%	-5%	16
CCn1c(/C=C2\C(=O)N(C(C)C)c3ccccc32)nc2ccccc2c1=O	0%	?	-11	9%[11.4 µM]	0.2	0%	-13%	-11%	0
Cc1ccc(C(=O)N2CC(=O)Nc3ccc(C)cc3C2c2ccccc2)cc1 (stereo not drawn)	0%	9%	-8	-18%	0.0	-6%	4%	-2%	0
COCCn1c(C)cc(C(=O)COC(=O)Cc2n[nH]c(=O)c3ccccc23)c1C	-8%	?	-3&-3	12%	0.3	2%	-2%	-8%	-9
Cc1ccc2c(c1)[C@H]1[C@H](CO2)[C@H](c2ccccc2)[C@]2(C)C(=O)N(Cc3ccco3)CC(=O)N12	5%	?	0	?	/	-4%	3%	2%	/
COc1ccc(N2CCN(C(=O)CCSCc3ccccc3F)CC2)cc1	0%	-27%	4	-19%	0.0	-1%	6%	6%	8
CCOc1ccc(S(=O)(=O)/N=C(/Nc2ccc(C(C)=O)cc2)c2ccccc2)cc1	7%	?	1	-13%	/	5%	4%	-2%	/
CC(C)OC(=O)c1cc(Cl)c(=O)n(Cc2ccc(Cl)cc2Cl)c1	-14%	0%	0	-3%	1.4	-3%	1%	1%	-5

The list goes on.
SMILES	ERG-DNA inh	ALOX12 inh	LDHA block	RGS4 inhibitor	D2 agonist	GRP78 ERSR act	Vif-A3F inh	Vif-APOBEC3G blk	D2 antag
CCC(=O)Nc1sc2c(c1C(=O)Nc1ccc(OC)cc1)CCC(C(C)(C)C)C2 (stereo not drawn)	1%	26%&-23%	0&-6	-12%	0.9	-1%	-4%	2%	/
COc1cc(/C=N\NS(=O)(=O)c2ccccc2)cc(OC)c1OC	-10%	-29%	2	-9%	0.1	-1%	-2%	1%	-17
CC(=O)c1cccc(NC(=O)c2ccc3c(c2)N(Cc2ccc(C)cc2)CCS3)c1	-2%	-14%	0	-3%	0.6	1%	-6%	0%	/
O=C(Nc1ccc(O)c(-c2nc3ccccc3o2)c1)c1ccco1	?	12%&-13%	7&-15	22%	/	-3%	4%	1%	/
COC(=O)C1CCN(CCCOc2ccc(CN3CCN(c4ccc([N+](=O)[O-])cc4)CC3)cc2)CC1	24%	0%	-7	71%[activator]	69*	-2%	-7%	8%	84*
Cc1nc(C(=O)Nc2ccccc2Cl)cc2c1[nH]c1ccccc12	8%	0%	-10	2%	-0.9	14%	-1%	-7%	-35
O=C(NC(=C(Cl)Cl)S(=O)(=O)c1ccc(Cl)cc1)c1ccccc1	-17%	-11%	-2	-3%	-0.4	-14%	-2%	?	-13
Cc1ccc(S(=O)(=O)NCCC(=O)Nc2cc(S(=O)(=O)N(C)C)ccc2C)cc1C	9%	9%	-8	-1%	-0.1	-6%	-12%	0%	-8
O=C(C[C@@H]1C/C=C/CC[C@@H](Cc2ccc(F)cc2)C(=O)O[C@@H](c2ccccc2)CNC1=O)NCCO	-1%	-19%	-10	-22%	/	-4%	6%	0%	/
O=C(COCc1cc(-c2ccc3c(c2)OCO3)on1)Nc1cccnc1	19%	0%	-2	-9%	0.0	1%	-6%	-5%	-10
O=C(CN1C(=O)CCC1=O)Nc1nc(-c2ccc3ccccc3c2)cs1	0%	-13%	-8	-13%	-0.8	9%	-8%	2%	2
Cc1nn(CC(=O)NC2CCS(=O)(=O)C2)c(C)c1[N+](=O)[O-] (stereo not drawn)	3%	-20%	-1	-26%	/	-4%	-5%	0%	/
